NadD block: blocks S. aureus nicotinate mononucleotide adenylyltransferase. purified NadD enzyme, colorimetric absorbance read-out. inhibition, % at 20 µM. 360,000 tested, 0.78% active; in the data active = inhibition above about 26%; note: some compounds past the cut are filed as inactive
STEP block: inhibitors of human striatal-enriched phosphatase STEP; P54829; recombinant STEP, OMFP fluorogenic substrate, fluorescence; inhibition, % at 20 µM; 360,000 tested, 0.25% active; AID 588621;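 active = inhibition at 20 µM, scaled per plate between control wells, above about 37%, limit read from the data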;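 note: 0% = DMSO with enzyme and substrate and 100% = substrate only without enzyme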
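Also added – OMFP at 25 µM · Test system – STEP tyrosine phosphatase · Technique – FITC-channel fluorescence of OMFP product · Schedule – 20 min at room temperature, dark · Evaluation – control-normalized % inhibition with plate pattern correction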
LMPTP block: blocks human LMPTP phosphatase; P24666; recombinant LMPTP-A, OMFP fluorogenic substrate, fluorescence intensity; inhibition, % at 20 µM; 360,000 tested, 0.22% active; AID 651560;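 active = compounds that cut the enzyme signal by at least half of the control window in the single-dose screen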;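 note: plate controls were DMSO wells with enzyme plus substrate for no effect and substrate without enzyme for full effect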
Target sequence (P24666 whole entry, looked up): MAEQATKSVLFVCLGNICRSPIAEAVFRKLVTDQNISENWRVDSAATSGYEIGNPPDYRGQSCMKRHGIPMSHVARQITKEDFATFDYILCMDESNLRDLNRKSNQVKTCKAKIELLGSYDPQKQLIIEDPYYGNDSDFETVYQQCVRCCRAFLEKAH
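Buffer or medium: Bis-Tris pH 6.0, DTT, detergent; Assay system: LMPTP-A enzyme; Quantity: 0.625 nM enzyme; Detection: endpoint fluorescence intensity; Times: 50 min dark incubation at room temperature; Controls: substrate-only low control, DMSO enzyme-plus-substrate high control; Doses: single 20 µM dose; Read-out: percent inhibition versus substrate-only and uninhibited controls; Reagent: 400 µM OMFP.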
SUMO1-SIM PPI: modulators of human SUMO1-mediated protein-protein interactions | P63165 | SUMO1 binding to a labelled peptide, TR-FRET, 1 h | inhibition, % at 20 µM | 360,000 tested, 0.33% active | AID 602429; in the data active = inhibition above about 37%
NRP1-CendR mod: alters CendR peptide binding to human NRP-1; O14786; FAM-RPARPAR peptide binding to NRP-1, fluorescence polarization; inhibition, % at 25 µM; 360,000 tested, 0.85% active;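 active = inhibition or corrected inhibition above about 18%, plus a signal ratio from 0.5 to 1.5, limit read from the data, passing the limit was not always enough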; note: strong numbers were not always called active
Target sequence (O14786 whole entry, looked up): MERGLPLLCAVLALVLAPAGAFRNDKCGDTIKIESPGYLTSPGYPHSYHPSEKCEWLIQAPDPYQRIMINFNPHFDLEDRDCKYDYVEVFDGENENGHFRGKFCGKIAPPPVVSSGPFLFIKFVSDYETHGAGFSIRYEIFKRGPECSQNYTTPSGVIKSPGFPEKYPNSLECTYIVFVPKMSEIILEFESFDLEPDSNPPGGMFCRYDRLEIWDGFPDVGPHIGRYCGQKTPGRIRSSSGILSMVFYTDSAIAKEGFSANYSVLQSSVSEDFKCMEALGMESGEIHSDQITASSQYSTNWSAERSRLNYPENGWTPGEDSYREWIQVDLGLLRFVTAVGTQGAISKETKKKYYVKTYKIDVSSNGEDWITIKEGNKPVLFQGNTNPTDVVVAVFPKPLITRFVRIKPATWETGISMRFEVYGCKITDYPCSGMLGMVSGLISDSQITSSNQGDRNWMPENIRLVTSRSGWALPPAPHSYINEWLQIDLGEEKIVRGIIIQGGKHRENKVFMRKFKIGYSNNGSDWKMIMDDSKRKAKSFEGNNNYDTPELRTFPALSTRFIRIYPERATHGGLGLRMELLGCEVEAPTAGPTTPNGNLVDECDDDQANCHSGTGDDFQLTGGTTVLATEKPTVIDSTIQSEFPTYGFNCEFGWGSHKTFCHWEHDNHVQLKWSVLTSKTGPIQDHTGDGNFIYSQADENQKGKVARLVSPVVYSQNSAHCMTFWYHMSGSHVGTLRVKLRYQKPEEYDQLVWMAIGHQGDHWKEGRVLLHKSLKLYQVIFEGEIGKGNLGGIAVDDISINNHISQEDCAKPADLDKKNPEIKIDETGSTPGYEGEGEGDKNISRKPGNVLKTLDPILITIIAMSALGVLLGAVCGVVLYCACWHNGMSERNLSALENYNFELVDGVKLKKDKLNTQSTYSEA
Tb MetRS inh: Trypanosoma brucei MetRS inhibition | purified T. brucei MetRS, ATP depletion, Kinase-Glo luminescence | inhibition, % at 11.9 µM | 360,000 tested, 0.4% active;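 active = inhibition above a per-plate cutoff of the control wells' mean inhibition plus 3 SD, cut at about 5.5% in these data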;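 note: 0% = DMSO wells median and 100% = median of wells with control inhibitor compound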
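Material: parasite MetRS enzyme / Replication: singlicate, one well per compound / Signal: luminescence of leftover ATP / Schedule: 2 h aminoacylation at 25 °C after 15 min preincubation / Medium: HEPES-MgCl2-KCl buffer plus DTT, spermine, BSA, pyrophosphatase / Doses: 11.9 µM single point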
SKN-1 inh: inhibitors of C. elegans SKN-1; C. elegans VP596 Pgst-4::GFP/RFP ratio, acrylamide-induced, 24 h; 360,000 tested, 0.49% active; inhibition, % at 21.8 µM;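 active = interference check ratio from 0.5 to 1.5 plus GFP to RFP signal ratio inhibition reaching or exceeding a fixed threshold, cut at about 30% in these data, passing the limit was not always enough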; note: some compounds called inactive have numbers as strong as hits
Scp1 inh: inhibitors of human Scp-1 phosphatase | AID 493091 | Q9GZU7 | inhibition, % at 20 µM | 340,000 tested, 0.88% active | Recombinant Scp1, phosphopeptide, malachite green phosphate absorbance;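 active = inhibition above about 50% at 20 µM, limit read from the data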;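 note: plate controls were DMSO wells with enzyme for no effect and wells lacking enzyme for full effect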
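Test system: SCP-1 catalytic domain; Buffer or medium: Acidic Tris acetate buffer with magnesium and detergent; Also added: Phosphorylated 17-residue peptide substrate; Compound: single 20 µM dose, 1% DMSO; Schedule: enzyme reaction 45 min at room temperature, colour 5 min, stabilisation 30 min; Signal: Phosphate-binding colour reagent, absorbance read at 630 nm.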
Neddyl block: inhibitors of human cullin neddylation; TR-FRET cullin neddylation, biochemical; calls only at 25 µM; P61081+Q13564; 360,000 tested, 0.58% active; in the data active = inhibition above about 36%
DNMT1 inh: blocks human DNA methyltransferase DNMT1; P26358; DNMT1 molecular beacon, Hinp1I cleavage, fluorescence; inhibition (reported as % activation of signal), % at 10 µM; 360,000 tested, 0.83% active; in the data active = inhibition above about 50%
An asterisk follows results filed as active; i = inactive; / = no result given; + = active, no number.

SMILES | NadD block | STEP block | LMPTP block | SUMO1-SIM PPI | NRP1-CendR mod | Tb MetRS inh | SKN-1 inh | Scp1 inh | Neddyl block | DNMT1 inh
Cc1ccc(CCNC(=O)CN2C(=O)COc3ccc(S(=O)(=O)N4CCOCC4)cc32)cc1 | -1 | 1 | -1.3 | 3 | 2 | -0.7 | -5 | -4 | i | 2
Cc1ccc(NS(=O)(=O)c2ccc(NC(=O)c3ccccc3C(=O)O)cc2)cc1C | -2 | 0 | -2.1 | 6 | -3 | 0.3 | -5 | -11 | i | -3
COc1ccc(C2=Nn3c(nnc3-c3ccccc3C(F)(F)F)SC2)cc1OC1CCOC1 (centres undefined) | -1 | 2 | -0.6 | 1 | 1 | -0.5 | 0 | -3 | i | -2
COc1cccc(/C=C2\SC(=S)N(CCCC(=O)N(CCO)c3ccccc3)C2=O)c1 | -1 | 3 | 2.0 | -30 | -6 | 0.1 | 0 | -5 | i | -3
CCCOc1ccc(/C=N/NC(=O)C(=O)Nc2ccccn2)cc1 | 2 | -2 | -1.0 | 1 | 5 | -0.9 | -1 | 2 | i | 5
CC(C)(C)NC(=O)C(c1ccncc1)n1c(=O)c(-c2cc3ccccc3[nH]2)nc2ccccc21 (centres undefined) | / | / | -0.2 | -15 | -14 | -0.2 | 11 | / | / | /
Cc1ccc(C(C)NC(=O)C2CCCO2)cc1C (centres undefined) | -5 | -1 | 0.4 | 0 | 0 | -0.8 | -24 | -6 | i | 4
CC(C)Cn1c(N)c(C(=O)CSc2nnc(-c3ccco3)n2C)c(=O)n(C)c1=O | 6 | -6 | -1.7 | 17 | 4 | -0.3 | -7 | -1 | i | 3
CC(OC(=O)Cc1ccccc1[N+](=O)[O-])C(=O)Nc1ccc(Cl)cn1 (centres undefined) | -5 | -1 | -1.1 | -10 | 8 | -0.4 | 14 | -7 | i | 1
CCN(CC)c1cc2nonc2c2nonc12 | -3 | 2 | -1.0 | -18 | -7 | -0.3 | 11 | -6 | i | 0
CCSC1=N/C(=C\C=C2/Oc3ccccc3N2CC)C(=O)S1 | 2 | 2 | 8.5 | -181 | -191 | 0.1 | 12 | 12 | i | 1
O=C(Nc1nc(-c2cccs2)cs1)c1ccc([N+](=O)[O-])o1 | 1 | 2 | 0.0 | -13 | 2 | -0.1 | 2 | -9 | i | 9
Cc1ccc([C@H]2C[C@@H](O)[C@H](n3cc(C4CC4)nn3)CN2C(=O)c2cccs2)cc1 | -1 | -1 | -2.1 | 3 | -1 | -1.0 | -9 | / | i | 4
O=C(O)c1cccc(NS(=O)(=O)c2ccc(Cl)c(C(=O)Nc3cccc([N+](=O)[O-])c3)c2)c1 | -4 | -2 | -1.0 | -9 | -8 | -0.2 | -8 | -3 | i | 1
CC(=C1C(=O)c2ccccc2C1=O)N1CCN(Cc2ccccc2)CC1 | -2 | 0 | -2.6 | 12 | -4 | -0.5 | 13 | -4 | i | -3
COc1ccc(N2CCN(C(=O)C3CCN(C(=O)c4cccc(Cl)c4)CC3)CC2)cc1 | -3 | -1 | -1.0 | -3 | -2 | 0.0 | 0 | -1 | i | -3
Cc1nc(NNC(=O)c2ccc(Cl)cc2Cl)cc(-c2ccccc2)n1 | 8 | -3 | 2.2 | 1 | 3 | 3.0 | -3 | 4 | i | -3
O=C(N/N=C/C=C/c1ccccc1[N+](=O)[O-])c1cccnc1 | 4 | 3 | 0.3 | -8 | 0 | -0.5 | -11 | -1 | i | -1
CCOC(=O)/C(=N\Nc1ccc(Cl)cc1)Sc1nnc(-c2ccc(OC)cc2)n1C | 5 | 0 | -0.3 | 4 | -5 | -0.5 | -2 | 3 | i | -1
Clc1ccccc1OCCCCN1CCCCC1 | -2 | 3 | -4.0 | -2 | -5 | -1.5 | 3 | -2 | i | 2
COc1ccccc1OCCOCCOc1c(C)cc(C)cc1Br | 0 | 2 | 3.6 | -2 | -8 | -0.5 | 10 | -10 | i | 0
CC(=O)N1CCN(C(=O)c2ccc3c(c2)OCO3)CC1 | 0 | 1 | -2.2 | -2 | -3 | -0.3 | 2 | -1 | i | 4
Cc1ccc(-c2nc(N)nc(N)n2)c(C)c1 | 2 | -1 | -0.5 | 3 | 0 | -0.2 | -2 | -10 | i | 1
COC(=O)c1ccc(NC(=O)c2cn(-c3ccccc3)nc2-c2ccncc2)cc1 | 7 | 46* | 1.5 | 19 | 4 | -0.3 | 12 | 6 | i | -8
O=C1NC(Cc2ccccc2)c2nc3ccc(Cl)cc3c(=O)n2-c2cc3ccccc3cc21 (centres undefined) | 17 | 2 | -0.2 | -3 | -11 | 1.3 | 12 | / | i | 3
COc1ccccc1CCC(=O)OCC(=O)NCc1ccc(OC)c(OC)c1 | -1 | 1 | -2.9 | -4 | -9 | -0.2 | 4 | -5 | i | -2
COc1ccc([C@H]2CC(=O)C=C(c3cc4ccccc4s3)C2)cc1OC | -2 | 4 | 4.6 | -10 | 12 | -0.3 | 13 | -10 | i | -7
CCCN1CCN(C(=O)Cn2ncc3c([nH]c4ccc(C)cc43)c2=O)CC1 | -8 | -1 | -3.0 | -2 | -2 | -0.6 | -9 | 5 | + | 2
NC(=O)NC(=O)COC(=O)c1ccccc1Oc1ccccc1 | 0 | -1 | 0.1 | 3 | 7 | 2.2 | 13 | -8 | i | 3
CC(C)Oc1ccc(NC(=O)CCC(=O)O)cc1 | -1 | -3 | -1.0 | 0 | 6 | -0.5 | 12 | -7 | i | -1
CC(C)CCN(C(=O)c1cn2ccccc2n1)c1c(N)n(Cc2ccccc2)c(=O)[nH]c1=O | -3 | -1 | 0.1 | -1 | -22 | 0.1 | 6 | 4 | i | 0
COc1cccc(C(c2nnnn2Cc2ccco2)N2CCN(Cc3ccccc3)CC2)c1OC (centres undefined) | 3 | 0 | 0.0 | 1 | 4 | -0.2 | -3 | -6 | i | -1
CCn1c(CNC(=O)C2CCCCC2)cc2cc(C)ccc21 | 3 | -4 | 0.1 | -1 | 5 | -0.6 | 1 | -6 | i | 6
O=C(CCC(=O)c1ccc(F)cc1)NCc1ccccc1C(F)(F)F | -2 | -1 | 0.3 | 3 | -3 | 0.0 | 12 | -1 | i | 1
Cc1cccc(Nc2nc(-c3c(C)nc4ccccn34)cs2)c1 | -2 | -1 | 4.1 | 8 | -4 | 0.4 | 6 | -11 | i | -10
CCC1=NN2C(=N)/C(=C\c3cccn3-c3ccc(C)c(C)c3)C(=O)N=C2S1 | 18 | -1 | 3.4 | -18 | -2 | -0.2 | 5 | -10 | i | 3
COc1ccc(Cl)cc1C(=O)NCC(c1ccco1)N1CCCC1 (centres undefined) | -7 | 4 | -0.7 | -4 | 2 | -0.2 | 12 | -10 | i | -3
COc1cc(C(=O)N2CCN(C(=O)c3cccc4ccccc34)CC2)cc(OC)c1OC | -2 | -1 | -1.4 | -3 | -10 | -0.5 | 11 | -3 | i | -1
Cc1cc(NS(=O)(=O)c2ccc(Nc3nc(-c4ccc(C)c(C)c4)cs3)cc2)no1 | 17 | -6 | 2.4 | 19 | -7 | 1.6 | 14 | -11 | i | -12
CNC(=O)C(=O)NCCN1CCN(S(=O)(=O)c2ccc3ccccc3c2)CC1 | -1 | -2 | 0.4 | 2 | -4 | -0.3 | 13 | -4 | i | -3

The last 2 records of the section before lead into the next.
SMILES | NadD block | STEP block | LMPTP block | SUMO1-SIM PPI | NRP1-CendR mod | Tb MetRS inh | SKN-1 inh | Scp1 inh | Neddyl block | DNMT1 inh
Cc1cc(NS(=O)(=O)c2ccc(Nc3nc(-c4ccc(C)c(C)c4)cs3)cc2)no1 | 17 | -6 | 2.4 | 19 | -7 | 1.6 | 14 | -11 | i | -12
CNC(=O)C(=O)NCCN1CCN(S(=O)(=O)c2ccc3ccccc3c2)CC1 | -1 | -2 | 0.4 | 2 | -4 | -0.3 | 13 | -4 | i | -3
O=C(O)c1cccc(-n2sc3ccccc3c2=O)c1 | -5 | 4 | -3.1 | 7 | -6 | -0.4 | -4 | 88* | i | 14
C=CCn1cc(C(=O)NCCCOC)c(=O)c2cc(S(=O)(=O)N(CC)CC)ccc21 | 8 | 0 | -0.4 | 0 | 4 | -0.3 | 4 | -3 | i | -3
C=CCn1c(=S)[nH]c2ccc(Br)cc2c1=O | -9 | 1 | -0.4 | 0 | 5 | 1.0 | 26 | -9 | i | -1
N#Cc1ccc(OCC(=O)OCC(=O)NCCC2=CCCCC2)cc1 | -4 | 1 | -0.8 | 4 | 18 | 0.7 | 8 | -9 | i | 6
CC1(c2ccc([N+](=O)[O-])cc2)NC(=O)NC1=O (centres undefined) | 7 | -2 | -1.8 | -16 | 0 | 1.5 | -4 | 4 | i | 2
Cc1ccc(Cl)c(OCC(=O)NC2CCN(Cc3ccccc3)CC2)c1 | -3 | 2 | -0.1 | 3 | -2 | -0.7 | -9 | -1 | i | 0
Cc1ccc([C@H]2C[C@@H](O)[C@H](n3cc(COC(=O)c4ccccc4)nn3)CN2Cc2cccs2)cc1 | 10 | 0 | 2.9 | 2 | 0 | -1.1 | 4 | / | i | 5
O=C(CSc1ncc(C(F)(F)F)cc1Cl)N1CCNC1=O | 0 | 0 | -0.6 | 5 | 13 | -0.1 | 25 | -10 | i | 9
C[C@@H]1CN([C@H](C)CO)C(=O)CCCn2nncc2CO[C@@H]1CN(C)S(=O)(=O)c1ccc(Oc2ccccc2)cc1 | 1 | 1 | -1.1 | 26 | -2 | -1.0 | -4 | / | i | -1
COc1ccccc1N1CCN(CC(=O)c2ccc(F)cc2)CC1 | 8 | 1 | -2.1 | 1 | 1 | -0.1 | 18 | -6 | i | -2
NC1=NC(=O)/C(=C\c2cccs2)S1 | 2 | -1 | 0.7 | -20 | -13 | -2.1 | -2 | 6 | i | 4
CN1CCc2c(c3c(n2C)CCN(C)[C@@H]3c2cccnc2)[C@H]1c1cccnc1 | -1 | 1 | -4.9 | 4 | 9 | -0.4 | 2 | 1 | i | 2
Clc1cc(Br)ccc1OCCOCCN1CCOCC1 | -2 | 3 | -1.0 | -1 | -7 | 0.8 | -17 | -5 | i | -2
CC(=O)Nc1cccc(C(=O)Nc2ccc(S(=O)(=O)N3CCCCC3)cc2)c1 | -1 | 11 | -7.2 | 1 | 7 | -0.2 | 8 | -8 | i | -1
Cc1cccc(C)c1NC(=O)c1cccc(N2C(=O)C3CCC(C)CC3C2=O)c1 (centres undefined) | 0 | 0 | -2.5 | -1 | 1 | -0.7 | -2 | 4 | i | 2
CCc1ccc(N(C(=O)CNC(=O)c2ccco2)C(C(=O)NC2CCCC2)c2cccnc2)cc1 (centres undefined) | -2 | 5 | -0.3 | 0 | -4 | 0.4 | 15 | -7 | i | 2
